BRCA1 expr act – activators of BRCA1 expression; MCF7-BRCA1-FFLuc reporter, luminescence, 48 h; response scale: scaled: vehicle 0%, 10 µM genistein 100%; Potency, µM (top dose mostly 46.1 µM), for the others: at the top dose activation, actives largely listed as activators; 380,000 tested, 1.1% active; AID 624202; active = well fitted activation curve with a large enough effect; inconclusive = small, poorly fitted or top-dose-only effect; inactive = no such curve, though single readings can be large or run the other way; note: nearly all actives have a fitted effect of over 80% in size; some results filed as inactive show a strong effect at the top dose
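Quantitative HTS in MCF7 cells stably reporting BRCA1 expression via firefly luciferase. Compound treatment lasts 48 h at 37 °C in phenol-red free MEM. Activation is expressed relative to genistein at 10 microM and DMSO.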
Numbers without * were called inactive; ? = inconclusive; & = joins results of further samples. Potency is the fitted concentration of half-maximal effect. An excerpt; count on the stated rates, not on these rows.

BRCA1 expr act | SMILES
0.0% | Cc1ccccc1-c1noc(-c2ccc(N3CCN(C)CC3)c([N+](=O)[O-])c2)n1
1.8% | CCCC(=O)Nc1ccc2nc(SCc3ccc(C)cc3)sc2c1
-63.8% | COc1ccccc1CNc1nc(NCCOc2ccccc2)c2sccc2n1
17.3% | CCOc1ccc(-c2cc3c(=O)n(Cc4nc(-c5ccccc5OCC)oc4C)ccn3n2)cc1Cl
5.6% | O=C(NCc1ccccc1)c1ccc([N+](=O)[O-])cc1
-12.8% | CCOC(=O)C1CCN(C(=O)c2c(C)nn(-c3ccc(F)cc3)c2-n2cccc2)CC1
-54.6% | Fc1ccc(F)c(Nc2c3c(nc4ccc(Cl)cc24)CCC3)c1
22.5% | CN(C)c1ccc(-c2nn3c(-c4cc(-c5ccccc5)n[nH]4)nnc3s2)cc1
39.8% | CCc1nc2ccc(C(=O)NCCN3CCOCC3)cn2c1N(C=O)Cc1ccc(OC)cc1
16.5% | N#Cc1nc(N(c2ccccc2)c2ccccc2)nc(-n2cccc2)n1
-4.6% | CCc1nc2ccc(C(=O)N(CC)CCN(C)C)cn2c1N(C)Cc1nccs1
18.6% | CN(Cc1ccccc1)C(=O)c1[nH]c(C(F)(F)F)nc1-c1ccccc1
3.1% | CN(C)CCNC(=O)c1cccc(-c2cnc3c(NC=O)cc(-c4ccc(C(=O)N5CCOCC5)cc4)cn23)c1
13.1% | CC1CCN(S(=O)(=O)c2ccc3c(c2)N(CC(=O)NCc2ccccc2)C(=O)CO3)CC1
2.0% | Nc1ncnc2c1ncn2[C@@H]1O[C@H](C(=O)N2CCN(Cc3ccccn3)CC2)[C@@H](O)[C@H]1O
0.1% | CCOC(=O)C1(C)CCCN1C(=O)c1ccccc1F (configuration not stated)
0.0% | COc1ccc(-n2ccnc(NCCc3ccc(S(N)(=O)=O)cc3)c2=O)cc1Cl
22.2% | COCCCNC(=O)CCCCn1c(=O)c2ccccc2n(CC(=O)Nc2ccc(C)cc2C)c1=O
-5.2% | CC1(C(=O)Nc2ccc3c(c2)OCCO3)CCN1C(=O)C/C=C/c1ccccc1 (configuration not stated)
18.3% | O=C(NCCc1ccccc1)c1ccc2c(c1)N(Cc1ccccc1F)C(=O)c1ccccc1S2=O (configuration not stated)
-5.6% | NC(=O)COC(=O)c1ccccc1OCC(=O)Nc1ccc(Br)cc1
-66.3% | CC1(Cc2cc(Cl)ccc2C(F)(F)F)C(=O)Nc2cc(F)ccc21 (configuration not stated)
23.0% | CC1(c2nnnn2Cc2ccccc2)CCC(=O)N1CCCN1CCOCC1 (configuration not stated)
0.0% | Cc1ccc(NC(=O)C2CCCN(S(=O)(=O)c3cccc4nsnc34)C2)cc1C (configuration not stated)
-7.0% | O=C(Nc1ccc(F)c(Cl)c1)c1cc(C2CCCN(S(=O)(=O)c3cccs3)C2)on1 (configuration not stated)
0.0% | Cc1ccccc1-c1noc(-c2ccc(N3CCN(c4ccccc4)CC3)c([N+](=O)[O-])c2)n1
-10.0% | CCN(C(=O)CSc1nnc(-c2cc(OC)c(OC)c(OC)c2)o1)c1ccccc1
-1.8% | COc1ccccc1-c1noc2c1C(=O)N(Cc1cn(Cc3ccccc3)nn1)CC2
-30.5% | O=S1(=O)N[C@@H](Cc2ccccc2)COc2cccc(N3CCN(Cc4ccccc4F)CC3)c21
-3.3% | CSc1ccc(CCNC(=O)CN2C(=O)COc3ccc(S(=O)(=O)N4CCCCCC4)cc32)cc1
-19.6% | N#Cc1cccnc1N1CCN(C(c2ccnc3ccccc23)c2nnnn2-c2ccc3c(c2)OCCO3)CC1 (configuration not stated)
24.7% | COc1cccc(NC(=O)C2(C)CCCN2C(=O)C(C)C)c1 (configuration not stated)
26.4% | c1cc(-c2ccsc2)n2cnnc2c1
8.1% | Cc1ccc(NC(=O)Cn2c(=O)n(CCc3ccccc3)c(=O)c3sc4ccccc4c32)cc1C
16.0% | COc1cc(C2C(C(=O)Nc3ccccc3C)=C(C)Nc3ncnn32)ccc1OCC(N)=O (configuration not stated)
0.0% | COc1ccc(-n2ccnc(NCc3cccs3)c2=O)cc1OC
4.8% | CC(C)NC(=O)c1cc2c(Cl)nc3ccccc3c2s1
12.5% | COC(=O)c1c(SCC(=O)Nc2cccc(Cl)c2C)[nH]c2ccccc2c1=O
17.3% | CCCC(=O)N(c1ccc2oc3c(c2c1)CCCC3)S(=O)(=O)c1cc(C)ccc1C
9.4% | Cc1nc(NC(=O)C(C)(C)C)sc1C(=O)Cn1cc(CCc2ccccc2)nn1

Structural class, the entries above containing a nitro group on carbon (3)
BRCA1 expr act | SMILES
0.0% | Cc1ccccc1-c1noc(-c2ccc(N3CCN(C)CC3)c([N+](=O)[O-])c2)n1
5.6% | O=C(NCc1ccccc1)c1ccc([N+](=O)[O-])cc1
0.0% | Cc1ccccc1-c1noc(-c2ccc(N3CCN(c4ccccc4)CC3)c([N+](=O)[O-])c2)n1

The list goes on:
BRCA1 expr act | SMILES
-3.5% | CCCCN(C)CCNC(=O)c1cc(-c2ccc(Cl)s2)nc2ccccc12
-26.0% | Cc1ccccc1-c1cc2nc(Oc3ccc4c(c3)OCO4)n(C)c(=O)c2s1
-30.1% | COc1ccc(C(CC(=O)Nc2ccc(F)c(Cl)c2)N2Cc3ccccc3C2=O)cc1OC (configuration not stated)
0.0% | COc1ccc(-c2cc(NC=O)c3ncc(-c4cnn(C)c4)n3c2)cc1
1.1% | O=C(/C=C/[C@H]1O[C@@H](n2cnc3c(NC(=O)c4ccccc4)ncnc32)[C@H](O)[C@@H]1O)NCC1CCCCC1
77.9% | Cc1ccc2nc(-c3ccc(Cl)cc3)c(CC3CCCCC3)n2c1
-55.7% | COc1ccc(-c2cc(NC=O)c3ncc(-c4cccc(C(F)(F)F)c4)n3c2)c(OC)c1
5.2% | Cc1ccccc1NC(=O)Cn1c(=O)n(Cc2ccco2)c(=O)c2cccnc21
-5.4% | Cc1ccc(S(=O)(=O)N(C)CCCN(C)c2nc(-c3cccs3)nc3ccccc23)cc1
0.0% | COc1ccc(S(=O)(=O)NC(=O)C2(C)CCN2C(=O)c2cccc(F)c2)cc1 (configuration not stated)
7.4% | Cc1ccc(Cn2c(C)c(C(=O)NCc3cccs3)sc2=O)cc1
5.4% | CN1C(=O)C2(c3ccccc31)N(c1ccccc1)C(=O)CS2(=O)=O (configuration not stated)
9.7% | O=C(CCNS(=O)(=O)c1cccc2nsnc12)Nc1ccc(F)cc1
1.4% | CC1(C(=O)NCc2cccc3ccccc23)CCN1C(=O)C1(c2ccccc2)CC1 (configuration not stated)
0.0% | CCn1nc(C)c(CCN(C)C(=O)Nc2cc(OC)c(OC)c(OC)c2)c1C
-5.9% | COc1ccc(C(=O)N(Cc2cc(OC)c(OC)c(OC)c2)c2ccccn2)cc1
-55.6% | Cc1ccc(C)c(CN2C(=O)c3ccccc3S(=O)c3ccc(C(=O)NCc4ccco4)cc32)c1 (configuration not stated)
-58.5% | O=C(C[n+]1cccc2cc(Cl)ccc21)c1ccc2ccccc2c1
12.7% | Cc1cc(C)n2c(NC3CCCC3)c(-c3cccnc3)nc2n1
0.0% | COc1ccccc1Cc1c(-c2ccccc2)nc2c(C)cc(Br)cn12

Compounds listed so far that contain bromine, in the order listed:
BRCA1 expr act | SMILES
-5.6% | NC(=O)COC(=O)c1ccccc1OCC(=O)Nc1ccc(Br)cc1
0.0% | COc1ccccc1Cc1c(-c2ccccc2)nc2c(C)cc(Br)cn12

Remaining list, next part:
BRCA1 expr act | SMILES
4.1% | O=c1[nH][nH]c2c1[C@@H](c1ccc(F)cc1)O[C@H](CCOCc1ccccc1)C2
1.9% | COCCNC(=O)C1(C)CCN(C(=O)Cc2ccc(OC)c(OC)c2)C1 (configuration not stated)
30.3% | CCn1nnc2c(N3CCCC3)ncnc21
8.2% | COc1ccccc1CNC(=O)Cn1c(=O)ccc2cc(S(=O)(=O)N3CCCC3)ccc21
-21.5% | COc1cc2c(NC3CCN(C)CC3)nc(N3CCCCC3)nc2cc1OCCOCCN(C)C
0.0% | CCOC(=O)c1cccc(NC(=O)C2CCN(c3nnc(C)c4c(C)n(-c5ccccc5)nc34)CC2)c1
-22.2% | COc1ccc(NC(=O)c2cc(-c3cc(F)ccc3OCC3CCCO3)n[nH]2)c(C)c1 (configuration not stated)
4.3%&19.6% | O=C1c2ccccc2C(c2nnnn2Cc2ccccc2)N1Cc1cccs1 (configuration not stated)
13.0% | Cc1noc(-c2ccccc2)c1NC(=O)Nc1ccc2nc([C@H]3C[C@H](O)[C@@H](CO)O3)[nH]c2c1
-40.9% | O=C(c1[nH]c(C(F)(F)F)nc1-c1ccccc1)N1CCN(c2cccc(C(F)(F)F)n2)CC1
-73.3% | CC(C)c1ccc(NC(=O)Nc2nc(C(N)CCc3ccccc3)cs2)cc1 (configuration not stated)
41.7% | COc1ccc(N2CCN(c3cncc(C)n3)CC2)cc1
0.0% | CC(C)Nc1ncnc2c1ncn2[C@H]1CN(CCN2CCOCC2)C[C@@H](CO)O1
-33.9% | CCOc1ccc(Nc2c3c(nc4nncn24)CCC3)cc1
-45.5% | CC(Cl)=CCn1c(NCCc2ccccc2)nc2c1c(=O)n(C)c(=O)n2C
4.7% | CC1(C(=O)NS(=O)(=O)c2ccccc2)CCN1C(=O)C1(c2ccccc2)CCCC1 (configuration not stated)
-72.4% | COc1ccc(Cl)cc1-c1cc(C(=O)Nc2ccc(C)c(NS(C)(=O)=O)c2)[nH]n1
-31.9% | COc1ccc(CCNC(=O)c2cc3c(-c4ccccc4F)nn(C)c3s2)c(OC)c1
-16.9% | COc1cc(OC)c(NC(=O)c2c(C)oc3ncn(C)c(=O)c23)cc1Cl
-45.7% | COc1ccc(OC)c(/C=C2\C=Cc3ccccc32)c1
-36.4% | O=c1n2c(c(O)n1C1CCCCC1)C(c1ccccc1)=Nc1ccccc1C2
-42.5% | Cc1n[nH]c(C)c1S(=O)(=O)N1CCCC(C(=O)Nc2ccc(Cl)cc2)C1 (configuration not stated)
19.3% | O=c1ccc2cc(S(=O)(=O)N3CCCC3)ccc2[nH]1
-14.4% | Cc1ccsc1-c1cc2nc(Nc3ccc(F)cc3)n(C)c(=O)c2s1
0.0% | COc1ccc(CN2C[C@@H](CO)O[C@@H](n3cnc4c(NCc5ccc(F)cc5)ncnc43)C2)cc1
0.9% | Cc1ccc(/C=C/C(=O)Nc2ccc3nc(N4CCC(C)CC4)cc(C)c3c2)cc1
0.0% | Cc1c(Cl)cccc1NS(=O)(=O)c1ccc(NS(=O)(=O)c2ccc3c(c2)OCCO3)cc1
5.62µM* | COc1ccc(C(=O)Nc2cc(C(C)C)c(O)c(S(=O)(=O)c3ccc(OC)cc3)c2C)cc1
-19.1% | Cc1ccc(NC(=O)CN2C(=O)CC(C)Sc3ccccc32)c(C)c1 (configuration not stated)
-0.3% | O=C(NCCCN1CCOCC1)c1[nH]c(C(F)(F)F)nc1-c1ccccc1
14.5% | Clc1cccc(-c2cccc3nccn23)c1Cl
-57.8% | COc1ccc(-c2cc3nccc(-c4cc(Cl)c(C)cc4O)n3n2)cc1
6.2% | CCOCCCNC(=O)C1CCN(c2cc(C)nc3c(-c4ccc(Cl)cc4)c(C)nn23)CC1
-14.3% | CCCCC[C@@H]1C=C(C(=O)OCC)[C@H](c2ccccc2)N1S(=O)(=O)c1ccc(C)cc1
-5.7% | Cc1ccc(-n2c(-c3ccco3)nc3c(cnn3-c3ccccc3Cl)c2=O)cc1
26.4% | CCOc1[nH]c(/N=C/c2ccccc2)c(C#N)c1C#N
? | Fc1ccc(CNc2ccn3nc(-c4ccccc4)cc3n2)cc1
4.7% | CCOC(=O)c1c(C)c(-c2ccccc2)n(CC(=O)NCc2ccccc2)c1C
8.91µM* | Clc1cccc(CNc2ccn3nc(-c4cccs4)cc3n2)c1
19.4% | COc1cccc(Nc2nc(CN)cs2)n1
4.2% | CCNC(=O)C1(C)CCN(C(=O)c2cccc(OC(F)(F)F)c2)C1 (configuration not stated)
-60.5% | COc1ccc(-c2cc(NC=O)c3ncc(-c4ccc(C(C)=O)cc4)n3c2)cn1
-35.7% | COC(=O)c1ccc2nc(-c3ccco3)c(Cc3cccc(F)c3)n2c1
-1.0% | CCC(c1nc2ccccc2[nH]1)N(C(=O)Cc1cc(OC)cc(OC)c1)c1ccc(N2CCOCC2)cc1 (configuration not stated)
34.5% | CCOc1ccccc1C(=O)Oc1c(S(=O)(=O)c2ccc(C)cc2)c(C)nn1-c1ccccc1
-16.2% | Cc1ccc(CN(Cc2ccco2)C(=O)COc2c(C)cc(C)cc2C)cc1
19.0% | Cc1cc(Br)ccc1NC(=O)C1CCN(S(=O)(=O)c2cccc3nsnc23)CC1
-8.2% | O=C1Nc2ccccc2N(C(=O)c2ccc3ccccc3c2)C1c1nc2ccccc2[nH]1 (configuration not stated)
0.0% | COc1ccc(S(=O)(=O)N2CCC3CC2c2c(-c4ccc(C(F)(F)F)cc4)cccc23)cc1 (configuration not stated)
0.0% | O=C(CN1C(=O)COc2ccc(S(=O)(=O)N3CCOCC3)cc21)N1CCN(c2ccccc2F)CC1
3.1% | CC(=O)N1CCCC1c1nc2ccccc2n1Cc1cc(C)ccc1C (configuration not stated)
6.9% | Cc1cc(C)n2c(Nc3ccc4c(c3)OCCO4)c(CC(C)C)nc2n1
11.6% | CCNC(=O)C1(C)CCCN(C(=O)c2cc3ccccc3s2)C1 (configuration not stated)

Some of these compounds in order of their number in BRCA1 expr act, smallest number first.
SMILES | BRCA1 expr act
O=C1Nc2ccccc2N(C(=O)c2ccc3ccccc3c2)C1c1nc2ccccc2[nH]1 (configuration not stated) | -8.2%
CC(=O)N1CCCC1c1nc2ccccc2n1Cc1cc(C)ccc1C (configuration not stated) | 3.1%
Cc1cc(C)n2c(Nc3ccc4c(c3)OCCO4)c(CC(C)C)nc2n1 | 6.9%

Compound activity (PubChem)
